MC4R ag barr: human MC4R agonism via beta-arrestin | P32245 | U2OS MC4R beta-arrestin complementation, luminescence; percent of melanotan II response, DMSO zero | activation, % at 8.9 µM | 0.98% of 360,000 active | AID 540308;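 active = activation above a per-plate cutoff, the mean activation of sample wells on that plate plus 3 SD, cut at about 8% in these data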
NOD2 RIPK2 PPI: NOD2-RIPK2 protein interaction inhibition. inhibition, % at 4.98 µM. CHO BLA complementation NOD2-RIPK2, CCF4 ratio. 0.38% of 360,000 active. O43353; in the data active = inhibition above about 21%;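 also: 0% = vehicle only and 100% = reference blocker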
NR2F2 inh: inhibitors of human COUP-TFII (NR2F2); HEK293T NGFI-A luciferase reporter, luminescence; inhibition, % at 8.6 µM; 0.7% of 370,000 active;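 active = inhibition above a per-plate cutoff, mean inhibition of test wells between control levels plus 3 SD, cut at about 38% in these data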;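 also: cells cotransfected with COUP-TFII expression vector driving the NGFI-A reporter; 0% = median of COUP-TF2 test wells and 100% = reporter-only cells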
TLR9-MyD88 block: blocks human TLR9 binding to MyD88. Q9NR96+Q99836. CHO BLA complementation TLR9-MyD88, CCF4 FRET ratio. inhibition, % at 4.98 µM. 0.21% of 340,000 active. AID 504734;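 active = inhibition above the mean over all tested compounds plus 3 SD, cut at about 21% in these data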;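 also: 0% = DMSO only wells and 100% = clavulanate BLA inhibitor control wells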
MC4R antagonist: antagonists of human melanocortin 4 receptor (MC4R); P32245; MC4R-expressing cells, MTII-stimulated cAMP, LANCE TR-FRET; inhibition, % at 6.5 µM; 0.48% of 360,000 active; AID 540295;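 active = inhibition above its plate's cutoff, the mean of tested wells on that plate plus 3 SD, cut at about 29% in these data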;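 also: 0% = Melanotan II alone and 100% = Melanotan II plus saturating MCL0020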
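System: U2OS cells stably expressing human melanocortin 4 receptor (MC4R). Reagent: Melanotan II challenge after compound preincubation. Doses: 6.5 µM. Times: 30-min compound, 1-h challenge, 1-h detection, room temperature. Measured by: TR-FRET with Eu-cAMP and labeled anti-cAMP, 671 nm. Replicates: singlicate.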
SRC1 inh: human NCOA1 inhibition; inhibition, % at 3.6 µM; HEK293 GAL4-SRC1 luciferase reporter, luminescence; AID 588354; Q15788; 0.12% of 360,000 active;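 active = inhibition above the campaign mean plus 3 SD, with each screening campaign given its own cutoff, cut at about 60% in these data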;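 also: 0% = DMSO treated cells and 100% = gossypol at 36 µM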
ABHD5 PLIN5 PPI: blocks binding of human ABHD5 to perilipin-5; Q00G26+Q8WTS1; Split G. princeps luciferase complementation, luminescence, 4 h; inhibition, % at 4 µM; 0.78% of 360,000 active; AID 602281;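 active = inhibition above the mean inhibition across every tested compound plus 3 SD, cut at about 22% in these data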;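 also: 0% = DMSO only wells and the 100% control is not disclosed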
EBV LMP1 NFkB: reduces LMP1-driven NF-kappaB luciferase signal; LMP1-induced NF-kappaB luciferase reporter cells, luminescence; inhibition, % at 12.5 µM; 0.69% of 350,000 active; in the data active = inhibition above about 41%;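 also: 0% = neutral control wells and 100% = reference inhibitor control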
LRH-1 inv ag: suppresses constitutive activity of human LRH-1. O00482. HEK293T StAR-luciferase reporter, LRH-1 transfected, 24 h. inhibition, % at 3.6 µM. 0.13% of 360,000 active;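 active = inhibition above the mean inhibition of all tested compounds plus 3 SD, cut at about 73% in these data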;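 also: 0% = DMSO wells and 100% = reporter-only cells lacking LRH-1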
SRC3 inh: inhibitors of human steroid receptor coactivator 3 (SRC3); Q9Y6Q9; HEK293 GAL4-SRC3 luciferase reporter, luminescence; inhibition, % at 3.6 µM; 0.17% of 360,000 active; AID 588352;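 active = inhibition above a per-campaign cutoff, the mean of all compounds plus 3 SD, cut at about 60% in these data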;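 also: 0% = DMSO-treated cells and 100% = gossypol-treated cells at 36 µM; higher means less SRC3-driven luciferase light from the GAL4 reporter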
Target sequence (Q9Y6Q9 whole entry, looked up, the tested form may be a part): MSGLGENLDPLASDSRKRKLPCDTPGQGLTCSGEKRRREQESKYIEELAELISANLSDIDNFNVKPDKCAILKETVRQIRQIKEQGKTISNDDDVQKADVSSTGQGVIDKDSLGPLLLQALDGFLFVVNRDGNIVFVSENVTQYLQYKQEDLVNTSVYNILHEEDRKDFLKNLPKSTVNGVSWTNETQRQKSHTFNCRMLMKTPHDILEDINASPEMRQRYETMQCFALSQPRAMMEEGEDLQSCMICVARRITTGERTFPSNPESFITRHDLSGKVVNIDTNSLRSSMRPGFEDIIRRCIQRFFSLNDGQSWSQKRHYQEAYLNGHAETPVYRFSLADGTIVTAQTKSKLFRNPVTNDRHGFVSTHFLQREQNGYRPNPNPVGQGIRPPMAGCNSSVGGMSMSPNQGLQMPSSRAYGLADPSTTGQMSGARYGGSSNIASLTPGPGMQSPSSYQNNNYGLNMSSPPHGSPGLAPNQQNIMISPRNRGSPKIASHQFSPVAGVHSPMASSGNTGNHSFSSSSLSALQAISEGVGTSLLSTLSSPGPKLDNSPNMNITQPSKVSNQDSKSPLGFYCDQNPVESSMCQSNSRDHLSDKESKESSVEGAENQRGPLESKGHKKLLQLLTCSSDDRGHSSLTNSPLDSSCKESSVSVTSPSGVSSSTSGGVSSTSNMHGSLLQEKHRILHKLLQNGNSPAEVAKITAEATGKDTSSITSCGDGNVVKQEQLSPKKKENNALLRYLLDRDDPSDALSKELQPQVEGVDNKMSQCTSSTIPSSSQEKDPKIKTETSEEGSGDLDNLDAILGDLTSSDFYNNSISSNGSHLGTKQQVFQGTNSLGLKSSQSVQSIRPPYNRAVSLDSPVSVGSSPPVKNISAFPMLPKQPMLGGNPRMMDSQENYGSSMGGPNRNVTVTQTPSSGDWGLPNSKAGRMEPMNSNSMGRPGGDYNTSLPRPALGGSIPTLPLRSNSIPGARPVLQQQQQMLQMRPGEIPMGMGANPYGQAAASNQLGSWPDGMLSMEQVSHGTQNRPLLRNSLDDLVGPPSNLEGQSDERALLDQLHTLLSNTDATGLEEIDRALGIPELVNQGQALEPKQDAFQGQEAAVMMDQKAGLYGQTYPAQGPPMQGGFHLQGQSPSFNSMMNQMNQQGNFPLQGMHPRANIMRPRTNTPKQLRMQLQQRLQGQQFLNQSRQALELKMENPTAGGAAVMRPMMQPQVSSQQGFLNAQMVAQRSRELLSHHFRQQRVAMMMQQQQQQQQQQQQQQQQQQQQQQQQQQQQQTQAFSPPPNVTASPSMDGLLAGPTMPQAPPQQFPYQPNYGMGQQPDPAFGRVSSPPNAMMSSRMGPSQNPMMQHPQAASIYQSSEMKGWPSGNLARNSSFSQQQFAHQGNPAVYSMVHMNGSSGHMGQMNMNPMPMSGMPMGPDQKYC
SRC2 inh: inhibits human steroid receptor coactivator 2; 0.17% of 370,000 active; inhibition, % at 9 µM; HEK293 GAL4-SRC2 luciferase reporter, luminescence; Q15596;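 active = inhibition above the mean inhibition of all tested compounds plus 3 SD, set per campaign, cut at about 52% in these data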;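 also: 0% = DMSO treated cells and 100% = cells given Gossypol at 36 µM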
Starred values were filed as active, the others as inactive; · = not tested or not shown. These rows are one share of the data; the hit share may differ from the screen's.

SMILES	MC4R ag barr	NOD2 RIPK2 PPI	NR2F2 inh	TLR9-MyD88 block	MC4R antagonist	SRC1 inh	ABHD5 PLIN5 PPI	EBV LMP1 NFkB	LRH-1 inv ag	SRC3 inh	SRC2 inh
CCOc1[nH]n(-c2ccccc2)c(=O)c1C=NCc1ccncc1	-1.6	-8.8	-8.8	-1.7	3.6	3.7	-2.1	6.7	-4.8	-0.8	-6.8
O=C(c1cccc(F)c1)N1CCN(Cc2ccc3c(c2)OCO3)CC1	0.4	2.7	3.1	-2.2	15.9	15.1	10.1	3.4	-16.3	-6.0	11.6
Cc1ccnn1-c1ccc(C(=O)NCC(c2ccco2)N2CCCC2)cc1 (stereo not given)	0.2	-8.0	10.0	-3.5	-2.8	-13.1	-5.3	-10.4	-12.2	-8.2	-9.2
CCOC(=O)c1ccc(NC(=O)CN2C(=O)CNC2=O)cc1	0.7	3.4	-3.0	-8.7	20.6	-14.6	0.4	-3.4	-0.2	-3.9	-2.2
O=C(Nc1ccc(C(=O)N2CCCC2)cc1)c1ccccc1	-2.5	-2.2	-33.0	5.2	1.2	-49.6	3.1	-12.6	-46.1	-47.4	-44.0
O=C(C[n+]1cccc(O)c1)NCc1ccc(Cl)cc1	-0.7	-8.8	0.8	-1.5	1.8	-2.2	12.8	·	19.3	-5.0	-14.0
CCCS(=O)(=O)NC(=O)C1(C)CCCN(C(=O)c2cncc(Br)c2)C1 (stereo not given)	-1.8	-16.4	·	·	4.0	9.6	-7.6	·	9.0	0.0	·
Cc1cccc(C)c1NC(=O)COC(=O)CCC(=O)c1cccs1	-2.9	7.3	-8.6	5.2	19.5	19.9	-2.8	-30.4	1.7	3.3	-37.0
CCN(CC)S(=O)(=O)c1ccc(C)c(NC(=O)/C=C/c2cccs2)c1	-0.5	-6.8	7.3	2.5	20.8	11.8	-0.5	6.1	18.8	9.5	-15.1
CC(C)Cc1cc(C(=O)Nc2cccnc2)no1	-2.0	-6.2	-44.5	-0.1	10.8	-65.3	2.7	-0.8	-73.5	-83.4	-35.8
Cc1nn(-c2ccccc2)c2[nH]c(=O)c(CNCc3ccc4c(c3)OCO4)cc12	0.8	9.1	-6.0	-15.4	10.3	6.3	5.2	-14.1	16.1	6.1	6.5
Cc1cccc(OCCCC(=O)Nc2ccc(S(=O)(=O)Nc3ncccn3)cc2)c1C	-2.5	-2.8	-5.6	0.5	5.6	-50.6	-9.8	2.3	-37.3	-1.1	7.9
N#CCSc1nnc(CNc2ccc(F)cc2)o1	-0.6	-0.4	3.1	2.4	-0.1	1.7	-3.4	8.8	-4.2	1.0	-17.2
O=C(/C=C\c1ccc2c(c1)OCO2)CC1(O)C(=O)Nc2ccccc21 (stereo not given)	-0.7	-6.0	-17.2	-13.4	2.0	-3.4	14.2	-5.4	-1.6	1.6	1.2
COc1ccc(NC(=O)C[C@H]2C(=O)N(C3CCCCC3)C[C@@H]2c2ccc(OC)cc2)cc1	1.4	7.0	4.9	2.8	-5.6	-3.0	5.1	-10.8	-14.4	-13.5	27.7
CC(C)S(=O)(=O)c1cnc(-c2ccccn2)nc1N	-2.9	-7.4	4.0	12.0	4.5	7.8	-0.6	2.5	-23.3	-9.1	13.7
Cc1cccc(CSc2nnc(-c3ccccn3)n2N)c1	-0.2	-7.7	-4.6	5.2	2.9	-1.6	-6.3	-10.0	7.3	-11.1	-37.0
COc1c(Cl)cnn(-c2ccccc2)c1=O	-1.4	-6.1	-9.5	-4.1	8.0	-0.7	2.7	-1.2	-4.5	1.1	3.3
O=C1NC2(CCCC2)Oc2ccccc21	-2.2	1.9	15.9	·	-7.3	-3.4	1.3	-3.3	1.3	9.7	0.4
CN1CCN(C(=O)CN(C2CCCCC2)S(=O)(=O)c2ccc(Br)cc2)CC1	-2.5	-14.0	9.9	-6.0	15.7	19.0	5.7	-2.5	5.8	20.7	4.2

Filtered by structure, those above containing a Cl atom (two)
SMILES	MC4R ag barr	NOD2 RIPK2 PPI	NR2F2 inh	TLR9-MyD88 block	MC4R antagonist	SRC1 inh	ABHD5 PLIN5 PPI	EBV LMP1 NFkB	LRH-1 inv ag	SRC3 inh	SRC2 inh
O=C(C[n+]1cccc(O)c1)NCc1ccc(Cl)cc1	-0.7	-8.8	0.8	-1.5	1.8	-2.2	12.8	·	19.3	-5.0	-14.0
COc1c(Cl)cnn(-c2ccccc2)c1=O	-1.4	-6.1	-9.5	-4.1	8.0	-0.7	2.7	-1.2	-4.5	1.1	3.3

Additional entries follow.
SMILES	MC4R ag barr	NOD2 RIPK2 PPI	NR2F2 inh	TLR9-MyD88 block	MC4R antagonist	SRC1 inh	ABHD5 PLIN5 PPI	EBV LMP1 NFkB	LRH-1 inv ag	SRC3 inh	SRC2 inh
CCC(=O)c1ccc2ncccc2c1	-1.4	-6.8	0.4	7.5	6.0	11.3	-1.0	18.7	-28.1	-10.6	-18.9
Cn1c(SCC(N)=O)nnc1-c1cnccn1	-3.7	-3.2	4.4	-1.9	2.4	0.4	-1.0	-11.3	13.0	2.8	-16.3
CCCN1C2CCCC1CC(NC(=O)c1ccc(Br)cc1)C2 (stereo not given)	-0.6	-5.8	3.1	-0.5	-9.0	-10.1	3.0	-15.6	0.6	5.3	22.7
CC(C)c1nnc(NC(=O)Cc2ccccc2[N+](=O)[O-])s1	-0.4	2.4	-16.5	4.8	5.4	-13.1	6.6	1.8	-6.8	3.0	-41.9
N#CC1(NC(=O)CN2C(=O)NC(c3ccccc3)(c3ccccc3)C2=O)CCCC1	-1.3	-2.5	4.8	-8.8	14.7	-0.5	-2.0	-7.2	-11.6	-1.7	-17.6
[O-]/[N+](=C\c1ccccc1)c1ccc(Br)cc1	0.4	-1.4	-18.8	-2.8	-1.3	-39.9	-12.4	-41.6	11.5	-56.9	-8.8
O=C(O)c1ccc(CSc2nnc(-c3ccccc3)n2-c2ccccc2)cc1	-1.1	-0.4	-11.8	-7.8	11.8	-0.8	-0.7	-4.0	-4.7	15.8	9.8
O=C(COC(=O)COc1ccccc1)Nc1ncc(Cl)cc1Cl	-1.4	-6.5	-16.2	1.4	3.3	-11.2	-1.4	-8.9	1.4	-0.3	-11.0
CCN(C(=S)Nc1ccc(Oc2ccccc2)cc1)c1ccccc1	1.7	-7.3	0.7	6.3	3.1	-12.2	-8.2	6.7	-0.3	4.4	-4.2
CCOc1cccc2c1OC1(C)CC2NC(=O)N1c1cccc(C(=O)NCc2ccccn2)c1 (stereo not given)	-0.7	-11.3	-2.5	1.3	17.6	-3.7	1.4	-1.4	1.4	6.5	-11.4
Cc1cc(C)c(S(=O)(=O)Nc2c(C)[nH]c(=O)[nH]c2=O)c(C)c1	-1.2	6.1	3.3	-9.4	2.7	-4.7	-8.2	3.8	-3.0	6.7	16.2
COC(=O)C1CN(C(=O)COc2ccc(C)cc2)c2ccccc2O1 (stereo not given)	3.0	-5.9	-18.7	-0.3	8.5	-2.8	-8.0	-1.5	-2.8	-9.3	-3.5
CC(C)Oc1cccc(C(=O)C2CCCN(C(=O)c3ccnn3C)C2)c1 (stereo not given)	-1.2	-3.5	-4.5	7.0	-2.2	6.3	-2.4	-3.9	-16.1	-18.4	3.0
COc1cc(C(=O)OCC(=O)NC(N)=O)cc(CN2C(=O)c3ccccc3C2=O)c1OC	0.1	0.3	15.9	-8.3	2.8	24.8	-3.1	-0.2	-8.7	6.7	-7.1
COc1ccccc1CN1CC(C(=O)NCc2ccc(C)c(F)c2)CCC1=O (stereo not given)	-0.3	-5.0	0.7	-0.9	9.2	-5.8	14.1	-8.6	-12.3	4.8	2.7
O=C(O)c1cccnc1Sc1ccccc1Cl	-0.6	0.8	-2.6	-5.2	0.4	-11.9	-11.1	-9.8	4.1	-11.5	11.5
COc1ccc(-c2ccnc(SCC(=O)N3CCN(c4ccccc4)CC3)n2)cc1	-0.4	3.1	-6.5	·	-1.9	12.1	-0.8	7.0	-2.0	12.9	-0.4
Cc1ccc(SCC(=O)NCCC2=CCCCC2)cc1	0.1	-4.2	-18.6	2.0	-2.5	-12.5	-1.6	-10.1	7.2	-19.0	7.0
COc1ccc(C(=O)NCc2ccccc2C)cc1S(=O)(=O)NC1CCCC1	-1.4	-4.4	18.2	-19.1	3.1	-32.7	-6.3	2.6	9.5	14.1	5.5
CCn1c2ccccc2c2cc(NC(=O)c3cccc(OC)c3OC)ccc21	0.6	0.9	5.6	-2.3	-1.8	16.8	1.7	-4.2	4.9	5.2	14.8
CCOC(=O)C1CCCN(C(=O)C2CCN(S(=O)(=O)c3ccc(Cl)c(C(F)(F)F)c3)CC2)C1 (stereo not given)	-1.3	-6.4	6.4	-23.2	8.0	6.4	0.4	-5.5	-20.0	-15.6	6.9
CCNC(=O)C1(C)CCN(C(=O)c2ccc(OC)cc2)C1 (stereo not given)	-2.9	6.4	6.4	·	-1.7	-30.2	-0.1	·	-4.7	-10.0	-8.4
CC(C)c1ccc(NC(=O)COC(=O)c2nn(C)c(=O)c3ccccc23)cc1	2.8	1.4	0.3	0.1	13.9	-5.0	-5.2	0.9	-18.8	-7.0	-4.6
COc1ccc(C=CC(=O)c2ccc(OCc3ccccc3)c(OC)c2)cc1OC	-0.5	-3.9	13.4	4.6	6.0	-18.9	10.9	7.5	-16.6	-2.9	26.8
COc1ccc2c(-c3ccc(OCCN4CCOCC4)cc3)c(-c3ccccc3OC)sc2c1	-3.0	-2.8	·	-5.4	2.9	5.1	0.2	-4.1	13.4	4.5	·
CCOC(=O)C1=NN(c2ccccc2)C2=NC(C)=C(C(=O)OC)C(c3ccc(C)cc3)N12 (stereo not given)	-1.9	0.1	-14.9	-2.6	4.6	2.7	5.4	9.1	-16.1	16.5	8.7
CCS(=O)(=O)NCC(c1ccco1)N1CCN(c2ccccc2)CC1 (stereo not given)	1.1	-2.7	16.5	1.2	5.1	-9.7	-0.6	-3.9	-11.9	7.6	4.3
Cc1cccc(N2CCN(C(=O)c3ccc4ccccc4c3)CC2C)c1 (stereo not given)	-0.8	-10.3	28.8	-6.6	7.1	-2.4	-1.9	10.2	0.5	5.0	-33.4
CC(C)NC(=O)CN1CCN(C(c2cc3ccccc3o2)c2nnnn2C(C)(C)C)CC1 (stereo not given)	·	-11.0	10.4	·	·	·	-0.2	·	23.3	·	-33.1
c1cnn(-c2cncc(-n3cccn3)n2)c1	-2.1	8.0	-5.8	1.3	-4.2	-13.5	-0.9	2.2	-10.5	-16.1	-28.7
C[C@H]1CN([C@@H](C)CO)C(=O)Cc2cc(NC(=O)Nc3ccccc3)ccc2O[C@H]1CN(C)Cc1ccccc1	1.7	-6.2	6.3	-12.1	6.7	4.1	-1.7	-15.7	3.4	6.7	0.1
Cc1cccc2cc(/C=C3\N=C(c4ccccc4)OC3=O)c(N3CCOCC3)nc12	3.4	6.0	12.4	-7.7	13.8	6.4	0.0	-9.9	5.2	2.3	11.2
COc1cccc(-n2nnnc2SCC(=O)NC2CCCC2)c1	-0.1	6.2	-5.5	8.1	-5.7	2.6	-3.0	9.2	1.3	9.8	-2.0

Compound activity from PubChem.
